Source: PubChem BioAssay (National Center for Advancing Translational Sciences (NCATS))
EPAC2 antagonist: qHTS for Antagonist of cAMP-regulated guanine nucleotide exchange factor 2 (EPAC2): primary screen. Rap guanine nucleotide exchange factor 4 (Homo sapiens), Q8WZA2. EPAC2 GEF exchange of Rap1B-BODIPY-GDP, fluorescence. Potency, µM (series often up to 114 µM), without a hit: top-dose activity, negative = inhibition, usual class: inhibitors. actives 0.18% (n = 360,000). AID 720708, 2013; also: % is scaled to controls: 0 for no effect and ±100 for the full control effect; nearly all actives have a fitted effect of over 45% in size; many of its hits are not listed in these tables
Target sequence (Q8WZA2 whole entry, looked up): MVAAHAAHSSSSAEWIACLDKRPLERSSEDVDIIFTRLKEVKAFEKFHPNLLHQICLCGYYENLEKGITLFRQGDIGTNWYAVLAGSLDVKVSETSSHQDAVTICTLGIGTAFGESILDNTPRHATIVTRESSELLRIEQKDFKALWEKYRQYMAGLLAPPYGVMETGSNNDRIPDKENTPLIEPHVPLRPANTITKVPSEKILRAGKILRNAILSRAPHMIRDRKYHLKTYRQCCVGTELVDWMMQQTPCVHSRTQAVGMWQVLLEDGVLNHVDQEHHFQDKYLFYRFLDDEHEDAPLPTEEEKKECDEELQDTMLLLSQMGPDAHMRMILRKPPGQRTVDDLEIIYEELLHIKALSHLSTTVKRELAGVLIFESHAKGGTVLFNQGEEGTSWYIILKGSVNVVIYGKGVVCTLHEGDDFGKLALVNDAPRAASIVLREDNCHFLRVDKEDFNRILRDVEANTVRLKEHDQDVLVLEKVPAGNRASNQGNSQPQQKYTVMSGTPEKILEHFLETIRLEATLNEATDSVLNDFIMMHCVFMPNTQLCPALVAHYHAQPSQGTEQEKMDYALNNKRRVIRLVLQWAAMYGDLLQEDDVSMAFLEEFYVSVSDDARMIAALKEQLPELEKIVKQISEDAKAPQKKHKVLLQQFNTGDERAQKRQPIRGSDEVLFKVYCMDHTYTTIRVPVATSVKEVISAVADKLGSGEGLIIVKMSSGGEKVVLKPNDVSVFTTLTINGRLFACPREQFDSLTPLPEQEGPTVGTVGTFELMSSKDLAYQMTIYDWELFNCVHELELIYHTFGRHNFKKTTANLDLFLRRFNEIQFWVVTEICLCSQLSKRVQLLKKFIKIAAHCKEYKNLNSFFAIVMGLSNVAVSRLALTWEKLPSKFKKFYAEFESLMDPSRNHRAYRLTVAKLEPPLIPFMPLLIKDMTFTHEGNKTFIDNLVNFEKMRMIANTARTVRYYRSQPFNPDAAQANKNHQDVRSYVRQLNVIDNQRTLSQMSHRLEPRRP
TGFb SMAD3 inh: qHTS for Inhibitors of TGF-b. HepG2 CAGA-GFP TGF-b/SMAD3 reporter, GFP fluorescence, 18 h; TGF-beta stimulated, 500 pg/mL final. Potency, µM (series often up to 46.1 µM), for the others: at the top dose activity, negative = inhibition, actives largely listed as inhibitors. actives 1.2% (n = 410,000); also: % is scaled to controls: 0 for no effect and ±100 for the full control effect; nearly all actives have a fitted effect of over 65% in size
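Smad-responsive CAGA-GFP expression was quantified in HEPG2 cells exposed to compounds and 500 pg/mL final TGF-beta for 18 h at 37 degrees C; unstimulated wells defined full inhibition.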
A549 viability: Nrf2 qHTS screen for inhibitors: counterscreen for cytotoxicity | A549 ARE-Fluc cells, CellTiter-Fluor viability, 18-24 h | Potency, µM (titrated, usually from 46 µM), for inactives: top-dose activity change, negative = cytotoxicity, actives largely listed as inhibitors | actives 0.16% (n = 390,000); also: % is scaled to controls: 0 for no effect and ±100 for the full control effect
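A549 ARE_Fluc cells in 5% FBS OPTI-MEM were exposed to compounds in concentration-response for 18-24 h at 37 deg C. Viability was read by CellTiter-Fluor fluorescence (Ex 405/Em 525) after 30 min, before the luciferase read.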
Nrf2 activator: qHTS of Nrf2 Activators. AREc32 ARE-luciferase reporter (MCF7-derived line), luminescence, 24 h. Potency, µM (series often up to 46.1 µM), for inactives: at the top dose activation, most hits filed as activators. actives 0.31% (n = 410,000). AID 624171, 2012; also: % of control where 0% means no effect; nearly all actives have a fitted effect of over 65% in size
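Luminescent ARE reporter assay in AREc32_Fluc cells: overnight plating at 37 deg C, 24 hr compound incubation, Steady-Glo added, 30 min RT before reading.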
MCF10A rerep: A quantitative high throughput screen for small molecules that induce DNA re-replication in MCF 10a normal breast cells | actives 2.9% (n = 350,000) | MCF 10A DNA re-replication, Hoechst nuclear intensity, 48 h | Potency, µM (titrated, usually from 46.1 µM), inactives show at the highest dose activity, positive = re-replication, usual class: activators | AID 624296, 2012; also: % of control where 0% means no effect; nearly all actives have a fitted effect of over 50% in size
Nrf2 block: Nrf2 qHTS screen for inhibitors; Potency, µM (highest dose often 46 µM), for inactives: at the top dose activity change, negative = inhibition, usual class: inhibitors; actives 2.1% (n = 360,000); A549 ARE-Fluc reporter, luciferase luminescence, 18-24 h; also: % is scaled to controls: 0 for no effect and ±100 for the full control effect; nearly all actives have a fitted effect of over 60% in size
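Nrf2 function is reported as luminescence of an ARE-controlled luciferase in A549 cells. Compounds were tested at several concentrations, and a CellTiter-Fluor read on the same wells flagged cytotoxicity.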
S2 tox: Viability Counterscreen for Primary qHTS for Inhibitors of ATXN expression | S2 cells (HEK-293 line with an ATXN2-luciferase reporter) viability, CellTiter-Fluor protease fluorescence, 24 h | Potency, µM (doses to about 56.7 µM), actives largely listed as cytotoxic | actives 0.49% (n = 400,000); also: nearly all actives have a fitted effect of over 40% in size
HepG2 tox: qHTS for Inhibitors of TGF-b: Cytotox Counterscreen; HepG2 CAGA-GFP viability, ATP luminescence, 18 h; Potency, µM (doses to about 46.1 µM), inactives show top-dose activity change, negative = cytotoxicity, actives largely listed as cytotoxic; actives 0.76% (n = 410,000); also: some results filed as inactive show a strong effect at the top dose
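HepG2 CAGA-GFP cells (1000/well, DMEM with 1% FBS) received compound, then TGF-beta at 500 pg/mL final, and were incubated 18 hours at 37 degrees C. Viability was read by CellTiter-Glo luminescence. Media-only wells were set as complete cell-killing and DMSO as no toxicity.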
ATXN2 expr inh: Primary qHTS for Inhibitors of ATXN expression | actives 0.72% (n = 360,000) | HEK-293 ATXN2-luciferase reporter, luminescence, 24 h | Potency, µM (top dose mostly 57 µM), without a hit: top-dose activity change, negative = inhibition, hits mostly inhibitors | AID 1745845, 2022; also: % is scaled to controls: 0 for no effect and ±100 for the full control effect; nearly all actives have a fitted effect of over 55% in size
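ATXN2-luciferase reporter cells (luciferase flanked by upstream and downstream ATXN2 gene portions) were treated 24 h at 37 °C with compounds at up to 57 uM. SteadyGlo luminescence gave expression; GF-AFC fluorescence gave viability.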
Starred values were filed as active, the others as inactive; i = inactive; u = inconclusive; x = no result given; & = joins results of further samples; [ ] = remark or other dose. Calls follow the shape of the dose curve; as a rule, active = well fitted curve in the direction sought with a large enough effect; inconclusive = small, poorly fitted or top-dose-only effect, or another doubt; inactive = no such curve, though single readings can be large; an effect the other way counts as inactive or inconclusive. Potency is read from the fitted curve at half-maximal effect. Not all compounds are listed, so the mix of outcomes need not match the whole.

#1 CCCCSc1nnc2n(-c3cccc(C)c3)c(=O)c3c4c(sc3n12)CCCC4
#2 CCCC(=O)Nc1ccc2c(c1)C(=O)NC2=O
#3 O=C(Cc1ccccc1[N+](=O)[O-])NCc1ccc2c(c1)OCO2
#4 O=C(OCCCN=C1NS(=O)(=O)c2ccccc21)c1ccccc1
#5 COc1ccc(-n2nnc(-c3nsc(NC(=O)c4cccs4)n3)c2C)cc1OC
#6 FC(F)(F)c1cccc(Oc2nc(-c3ccccc3)nnc2C(F)(F)F)c1
#7 CS(=O)(=O)N(CC(=O)N1CCN(c2ccccc2F)CC1)C1CCCCC1
#8 CCCCCO
Compound	1	2	3	4	5	6	7	8
EPAC2 antagonist	x	8.6%	15.5%	4.9%	x	-10.7%	-1.2%	-8.0%
TGFb SMAD3 inh	-1.1%	26.9%	-8.6%	11.6%	u	-8.5%	-0.1%	8.0%
A549 viability	0.0%	2.9%	14.4%	-1.5%	18.6%	x	0.3%	2.7%
Nrf2 activator	-0.8%	-0.2%	3.0%	2.9%	4.6%	-0.8%	0.3%	-0.7%
MCF10A rerep	x	1.9%	-5.3%	u	x	14.6µM*	10.0%	2.3%
Nrf2 block	16.8%	-5.1%	u	2.8%	u	1.9%	8.1%	-2.0%
S2 tox	u	i	i	i	x	i	i	i
HepG2 tox	0.0%	25.0%	10.6%	-2.0%	-23.9%	-15.1%	4.1%	1.4%
ATXN2 expr inh	4.2%	-6.2%	30.5%[activator]	4.8%	x	-16.6%	-3.3%	-1.7%

#9 CC1=C(C(=O)OCc2cc(C)on2)N2C(=O)[C@@H](NC(=O)OCc3cc(C)on3)[C@H]2SC1
#10 Cc1cc(C)c2oc(C(=O)Nc3ccc(S(=O)(=O)Nc4nccc(C)n4)cc3)cc(=O)c2c1
#11 COc1cc(/C=C2\SC(N)=NC2=O)cc(OC)c1
#12 COc1ccccc1NC(=O)NCc1ccco1
#13 CC[n+]1c(/C=C(\C)OC)sc2ccccc21
#14 COc1ccc(C(C)=O)cc1CC(=O)NC1CCCCCC1
#15 Cc1ccc(CNC(=O)COC(=O)C2CCN(S(=O)(=O)c3cccs3)CC2)cc1
#16 CC1=C(C(=O)Nc2ccc(C)cc2)C(c2ccco2)NC(=O)N1 (configuration not stated)
Compound	9	10	11	12	13	14	15	16
EPAC2 antagonist	-3.2%	-15.8%	-1.6%	21.0%	-7.9%	0.4%	-2.7%	10.3%
TGFb SMAD3 inh	3.0%&-15.9%	5.6%&-3.0%	16.4%	20.7%	-0.9%	-3.7%	2.4%	-8.2%
A549 viability	4.9%	1.5%&1.3%	-7.5%	17.0%	-1.8%	-8.8%	-0.2%	-4.6%
Nrf2 activator	0.0%	-0.1%&0.2%	u	3.4%	-0.6%[9.22 µM]	-1.0%	0.5%	0.4%
MCF10A rerep	-4.8%	11.8%	u	-8.8%	-4.4%	-7.8%	-8.9%	0.1%
Nrf2 block	0.5%	u	-17.4%	u	-10.7%	-10.1%	14.5%	13.8%
S2 tox	i	i	i	i	i	i	i	i
HepG2 tox	35.2%&-6.8%	-8.8%&-1.2%	-11.0%	5.0%	1.5%	5.4%	1.0%	1.5%
ATXN2 expr inh	-0.6%	2.3%	27.8%	8.1%[11.3 µM]	-10.4%	-2.4%	15.8%	-4.8%

#17 CC(=O)Nc1ccc(-c2csc(NC(=O)Cc3ccccc3F)n2)cc1
#18 Cc1c(/C=N/NC(=O)c2cc(Br)ccc2O)c(=O)n(C)c(=O)n1C
#19 O=C(/C(C=Nc1cccc(C(F)(F)F)c1)=C(/O)c1ccco1)C(F)(F)F
#20 COc1cc(NC(=O)CSc2nnc3c(C)cc4c(C)ccc(C)c4n23)c(C(=O)O)cc1OC
#21 CC1=C(C(=O)N2CCN(c3cccc(C)c3C)CC2)C2(CCCCC2)OC1=O
#22 Cc1nn(-c2ccccc2)c(Cl)c1C1C(C#N)=C(N)OC2=C1C(=O)CCC2 (configuration not stated)
#23 CCc1ccc(CN(Cc2ccco2)c2cnc(S(C)(=O)=O)nc2C(=O)Nc2cccc(C)c2)cc1
#24 CCOC(=O)c1c(NC(=O)CCC(=O)N2CCOCC2)sc2c1CC(C)(C)OC2
Compound	17	18	19	20	21	22	23	24
EPAC2 antagonist	-2.6%	3.6%	-4.2%	3.5%	x	1.4%	x	-14.7%
TGFb SMAD3 inh	-11.3%	9.6%	0.6%	-4.3%	x	-1.8%	u	16.2%
A549 viability	-14.0%	-5.2%	6.7%	1.2%	5.9%	-3.4%	0.9%	-3.2%
Nrf2 activator	6.7%	0.3%	7.94µM*	0.1%	3.9%	0.0%	0.7%	0.4%
MCF10A rerep	-7.5%	-3.5%	1.5%	13.0%	x	-1.9%	x	-2.0%
Nrf2 block	u	14.2%	27.3%	15.2%	8.3%	3.0%	18.3%	-21.4%
S2 tox	i	i	i	i	x	u	i	i
HepG2 tox	-22.0%	-5.8%	2.1%	4.2%	-13.9%	-4.4%	-25.7%	-15.4%
ATXN2 expr inh	-11.5%	6.4%	44.6%[activator]	3.2%	x	4.9%	9.5%	-0.4%

Fetched by compound from the entries so far, 4 records:
#22 Cc1nn(-c2ccccc2)c(Cl)c1C1C(C#N)=C(N)OC2=C1C(=O)CCC2 (configuration not stated)
#20 COc1cc(NC(=O)CSc2nnc3c(C)cc4c(C)ccc(C)c4n23)c(C(=O)O)cc1OC
#17 CC(=O)Nc1ccc(-c2csc(NC(=O)Cc3ccccc3F)n2)cc1
#21 CC1=C(C(=O)N2CCN(c3cccc(C)c3C)CC2)C2(CCCCC2)OC1=O
Compound	22	20	17	21
EPAC2 antagonist	1.4%	3.5%	-2.6%	x
TGFb SMAD3 inh	-1.8%	-4.3%	-11.3%	x
A549 viability	-3.4%	1.2%	-14.0%	5.9%
Nrf2 activator	0.0%	0.1%	6.7%	3.9%
MCF10A rerep	-1.9%	13.0%	-7.5%	x
Nrf2 block	3.0%	15.2%	u	8.3%
S2 tox	u	i	i	x
HepG2 tox	-4.4%	4.2%	-22.0%	-13.9%
ATXN2 expr inh	4.9%	3.2%	-11.5%	x

New compounds follow
#25 CCN1CCN(C(=O)c2ccc(CN(c3ccccc3)S(=O)(=O)c3ccccc3)cc2)CC1
#26 CN(Cc1ccccc1)C(=O)c1cccc(NC(=O)Cc2ccc(NC(=O)C3CCCN(C(=O)C4CCCC4)C3)cc2)c1 (configuration not stated)
#27 COC(=O)C1=C(C(=O)c2ccccc2)C(c2ccc(OC)c(OC)c2)Nc2nnnn21 (configuration not stated)
#28 c1ccc2nc3[nH]cnc3nc2c1
#29 COC(=O)Cn1cnc2c1c(=O)n(C)c(=O)n2C
#30 C/C=C(\C)C(=O)NCCN1C2=NC[C@@H](C)N2C[C@@H]1Cc1ccc(OC)cc1
#31 CCN(CC)S(=O)(=O)c1cc(NC(=O)C2=COCCO2)ccc1Cl
#32 Cc1cccc(N2Cc3ccc(Br)cc3C2)c1
Compound	25	26	27	28	29	30	31	32
EPAC2 antagonist	17.7%	4.1%	-0.8%	8.0%	19.4%	11.0%	13.7%	1.4%
TGFb SMAD3 inh	-25.6%	0.7%	20.0%	u	2.2%	15.5%	-19.5%	10.1%
A549 viability	5.7%	-0.2%	-15.0%	-1.8%[1.84 µM]	9.2%	-1.7%	-1.9%	-5.9%
Nrf2 activator	0.8%	0.9%	10.2%	0.1%	-0.8%	0.1%	-0.5%	6.9%
MCF10A rerep	u	5.5%	1.8%	-6.9%	0.4%	2.8%	10.3%	-1.8%
Nrf2 block	11.9%	-9.9%	2.6%	2.9%	11.9%	3.1%	1.0%	u
S2 tox	i	i	i	i	u	i	i	i
HepG2 tox	-0.1%	-6.5%	-1.5%	-7.5%	-17.6%	7.2%	18.6%	4.4%
ATXN2 expr inh	-2.0%	4.2%	6.7%	0.9%	-13.6%	6.2%	8.6%	19.5%

#33 C[C@@H]1C(=O)N(S(=O)(=O)c2ccccc2[N+](=O)[O-])[C@H]1c1ccc(-c2ccccc2)cc1
#34 NC(=O)c1c(NC(=O)CSc2nc(N)cc(=O)[nH]2)sc2c1CCCC2
#35 CCCCC(CC)C(=O)Nc1cc([N+](=O)[O-])ccc1F (configuration not stated)
#36 CCOC(=O)Nc1ccc(S(=O)(=O)N2CCOCC2)cc1
#37 CC1CC2=C(NC(=S)NC2c2ccc(F)cc2)/C(=C/c2ccc(F)cc2)C1 (configuration not stated)
#38 Cc1cc(NC(=O)OC2CCCCC2)ccc1[N+](=O)[O-]
#39 C/C(=N\Nc1ccc(S(N)(=O)=O)cc1[N+](=O)[O-])c1ccc2c(c1)OCO2
#40 O=C(c1c[nH]c(C(=O)C(Cl)(Cl)Cl)c1)c1c(F)cccc1F
#41 COc1cc(OC)cc(C(=O)NCC(=O)OCC(=O)Nc2ccc(C)c(S(=O)(=O)N3CCOCC3)c2)c1
#42 Cc1ccccc1CNC(=O)CCCn1nc(C)c2sc3ccccc3c2c1=O
#43 COc1ccc(CNC(=O)Cn2ncc3c(=O)oc4ccc(C)cc4c32)c(OC)c1
Compound	33	34	35	36	37	38	39	40	41	42	43
EPAC2 antagonist	x	1.0%	-5.8%	9.8%[57.1 µM]	-4.4%	-23.4%	-2.0%	-0.6%	-27.1%	x	x
TGFb SMAD3 inh	-7.3%	1.3%	-0.3%	-3.3%	u	u	-22.9%	-12.6%	-13.4%	-1.0%	3.3%
A549 viability	5.7%	-1.5%	4.4%	12.6%	9.7%	-7.4%	u	2.7%	1.8%	-1.2%	1.2%
Nrf2 activator	x	3.0%	3.0%	0.4%	-0.1%	3.8%	4.7%	7.7%	0.2%	-0.2%	0.3%
MCF10A rerep	x	u	5.6%	5.3%	-1.4%	u	-6.7%	u	-0.3%	x	x
Nrf2 block	14.0%	1.7%	-6.4%	1.0%	u	u	u	7.5%	-5.5%	u	-9.3%
S2 tox	x	i	i	i	i	i	i	i	i	x	x
HepG2 tox	-3.8%	21.6%	-11.2%	8.7%	-4.0%	-9.5%	-19.2%	-1.7%	-8.7%	1.4%	-1.6%
ATXN2 expr inh	x	x	-2.0%	2.1%	-4.1%	69.7%[activator]	-5.9%	0.2%	12.1%	x	x
